Assay outcomes from PubChem.
USP8 block = inhibitors of human USP8 deubiquitinase; purified USP8, Ub-rhodamine cleavage fluorescence, 30 min; actives 4.2% (n = 47,000); inhibition, % at 20 µM
USP17 block = inhibitors of human USP17 deubiquitinase | Ubiquitin carboxyl-terminal hydrolase 17-like protein 5 (Homo sapiens), A8MUK1 | purified USP17, Ub-rhodamine cleavage fluorescence, 3 h | inhibition, % at 50 µM | actives 6.5% (n = 47,000) | AID 1645855, 2021
UCHL1 inh = inhibitors of human UCHL1 deubiquitinase | AID 1645859, 2021 | purified UCHL1, Ub-rhodamine cleavage fluorescence | inhibition, % at 20 µM | actives 0.2% (n = 47,000) | Ubiquitin carboxyl-terminal hydrolase isozyme L1 (Homo sapiens), P09936
Target sequence (P09936 whole entry, looked up): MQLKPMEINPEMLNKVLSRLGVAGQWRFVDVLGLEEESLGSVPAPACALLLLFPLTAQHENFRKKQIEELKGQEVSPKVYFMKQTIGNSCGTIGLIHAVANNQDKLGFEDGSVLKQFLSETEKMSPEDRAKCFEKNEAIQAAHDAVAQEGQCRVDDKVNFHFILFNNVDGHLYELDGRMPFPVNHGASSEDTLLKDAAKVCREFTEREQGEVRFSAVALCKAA
USP10 block = inhibitors of human USP10 deubiquitinase | Ubiquitin carboxyl-terminal hydrolase 10 (Homo sapiens), Q14694 | purified USP10, Ub-rhodamine fluorescence, 60 min | inhibition, % at 20 µM | actives 1.1% (n = 47,000)
OTUD3 inh = inhibitors of human OTUD3 deubiquitinase; inhibition, % at 25 µM; OTU domain-containing protein 3 (Homo sapiens), Q5T2D3; AID 1645858, 2021; actives 0.7% (n = 47,000); purified OTUD3, Ub-rhodamine fluorescence, 2 h
USP7 inh = inhibitors of human USP7 deubiquitinase. purified USP7, Ub-rhodamine cleavage fluorescence. AID 1645854, 2021. inhibition, % at 20 µM. actives 0.3% (n = 47,000). Ubiquitin carboxyl-terminal hydrolase 7 (Homo sapiens), Q93009
USP28 inh = inhibitors of human USP28 deubiquitinase. Ubiquitin carboxyl-terminal hydrolase 28 (Homo sapiens), Q96RU2. purified USP28, Ub-rhodamine cleavage fluorescence, 30 min. inhibition, % at 25 µM. actives 3% (n = 47,000)
USP30 inh = inhibitors of human USP30 deubiquitinase; purified USP30, Ub-rhodamine cleavage fluorescence; actives 5.3% (n = 47,000); inhibition, % at 25 µM; Ubiquitin carboxyl-terminal hydrolase 30 (Homo sapiens), Q70CQ3; AID 1645860, 2021
Target sequence (Q70CQ3 whole entry, looked up): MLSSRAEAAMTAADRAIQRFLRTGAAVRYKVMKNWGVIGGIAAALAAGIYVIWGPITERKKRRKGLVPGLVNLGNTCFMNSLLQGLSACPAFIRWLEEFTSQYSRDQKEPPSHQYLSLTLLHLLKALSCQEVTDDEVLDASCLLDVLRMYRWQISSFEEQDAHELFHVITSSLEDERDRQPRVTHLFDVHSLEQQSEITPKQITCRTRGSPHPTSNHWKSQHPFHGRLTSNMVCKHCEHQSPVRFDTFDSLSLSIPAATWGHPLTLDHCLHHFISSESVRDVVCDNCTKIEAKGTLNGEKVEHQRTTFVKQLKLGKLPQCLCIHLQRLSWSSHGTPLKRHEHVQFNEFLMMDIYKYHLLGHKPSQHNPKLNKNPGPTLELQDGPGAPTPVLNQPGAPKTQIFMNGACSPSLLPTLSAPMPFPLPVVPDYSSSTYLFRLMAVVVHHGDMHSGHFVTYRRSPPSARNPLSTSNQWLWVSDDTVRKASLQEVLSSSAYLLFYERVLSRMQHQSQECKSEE
* = called active by the depositor; i = inactive; · = no result given. No stated cut-off is given here; in the data, active means inhibition above about 30%; inactive means the rest.

Sample of the layout:
SMILES | USP8 block | USP17 block | UCHL1 inh | USP10 block | OTUD3 inh | USP7 inh | USP28 inh | USP30 inh
COc1cc(-c2nc(C(N)=O)c3[nH]c(=O)n(-c4ccccc4)c3n2)ccc1O | 23 | 26 | -16 | -9 | 13 | -10 | 7 | -31
O=S1(=O)NC(=NCCc2ccc(Cl)cc2Cl)c2ccccc21 | 19 | 58* | 2 | 7 | 3 | 6 | 5 | 22

All compounds of this part, previewed entries included:
SMILES | USP8 block | USP17 block | UCHL1 inh | USP10 block | OTUD3 inh | USP7 inh | USP28 inh | USP30 inh
COc1cc(-c2nc(C(N)=O)c3[nH]c(=O)n(-c4ccccc4)c3n2)ccc1O | 23 | 26 | -16 | -9 | 13 | -10 | 7 | -31
O=S1(=O)NC(=NCCc2ccc(Cl)cc2Cl)c2ccccc21 | 19 | 58* | 2 | 7 | 3 | 6 | 5 | 22
COc1ccc(-n2c(SCC(=O)c3c[nH]c4ccccc34)nnc2-c2ccccc2)cc1OC | -9 | -8 | 0 | 3 | 2 | 7 | -6 | 6
O=C(Oc1cccc(NC2=NS(=O)(=O)c3ccccc32)c1)c1ccc(S(=O)(=O)N2CCCCC2)cc1 | 7 | 52* | 0 | 23 | 0 | 9 | · | ·
CCCNc1nc(N2CCN(C3CCCCC3)CC2)nc2c1cnn2C | -16 | -16 | -2 | -6 | -11 | -8 | -8 | -15
O=C(NCCc1ccccc1)N1CCc2nc[nH]c2C1 | -4 | -17 | -3 | 0 | -5 | -3 | -7 | -15
Cc1nc(SCC(=O)NCC2CCCO2)c2c(=O)n(C)c(=O)n(C)c2n1 (stereo unspecified) | 5 | 5 | 0 | 0 | 1 | 2 | 3 | 11
COc1ccccc1CN1CCC(c2nn(C)c3nccnc23)CC1 | 1 | -15 | 2 | 0 | -1 | 2 | -5 | -22
Cn1ccc2cc(CCC(=O)NCc3ccc(N4CCOCC4)cc3)ccc21 | 0 | 0 | 1 | -2 | -13 | 3 | -17 | -65
CC(=O)Nc1ccc(S(=O)(=O)NCc2ccc(C(=O)NCCN3CCCCCC3)cc2)cc1 | -10 | 35* | -13 | -6 | -27 | -11 | -6 | -123
O=C(C1CCN(Cc2ccc(Cl)cc2)CC1)N1CCN(c2ccccc2)CC1 | -1 | -11 | -1 | -11 | -1 | -1 | -7 | -28
Cc1nc2c(nnn2C[C@H]2CCCN2C(=O)c2cc(F)cc(F)c2)c(=O)[nH]1 | 14 | 18 | 4 | 3 | 16 | 6 | 14 | 26
C[C@H](NC(=O)C1(c2ccccc2)CCN(C(=O)[C@H]2CSCN2C(=O)OC(C)(C)C)CC1)C(=O)O | 0 | 8 | -1 | 0 | 2 | 2 | 0 | 19
O=C(CO)N1C[C@H](Oc2ccccn2)[C@H]2C[C@@H]1Cc1c2[nH]c2ccccc12 | 4 | -21 | -25 | -4 | -25 | -29 | -18 | -142
COc1ccc(C2CCCN2Cc2nc(N)nc(N)n2)c(OC)c1 (stereo unspecified) | -44 | -63 | -20 | -1 | -62 | -20 | -73 | -289
CC(C)Cc1nc2oc3c(NCCCO)ncnc3c2c2c1CCC2 | -5 | -14 | 5 | -1 | 0 | -4 | -1 | -4
CC(=O)N1[C@@H]2CN(C(=O)COc3ncnc4ccccc34)[C@@H]3CCC[C@H]1[C@]3(C)C2 | 20 | 18 | 2 | 1 | 15 | 5 | 6 | 27
Cc1nc2cc3c(cc2n1CC(=O)NC1CCCCC1)OCCO3 | 0 | -6 | 0 | 4 | -2 | 0 | -9 | -9
Cc1ccccc1NC(=O)CCc1c(C)c2c(C)nn(-c3ccccc3)c2n(C)c1=O | 20 | 29 | 2 | 7 | 12 | 5 | 12 | 28
Cc1ccc(NC(=O)Cn2cc(S(=O)(=O)N3CCOCC3)ccc2=O)cc1 | 1 | 3 | 0 | 1 | -3 | 1 | -4 | 13
O=C(c1cc2cc(F)ccc2[nH]1)N1CCCC(O)(CN2CCC(F)(F)CC2)CC1 (stereo unspecified) | 6 | -2 | 0 | 0 | 7 | -16 | 4 | 0
O=C(c1ccc(O)cc1)N1C[C@@H]2C[C@]2(c2ccccc2)C(=O)c2ncccc21 | -38 | -9 | -1 | -2 | -7 | -3 | -10 | -22
Cc1ccc(S(=O)(=O)c2nnn3c2nc(Nc2cccc(C)c2C)c2ccccc23)cc1 | 67* | 22 | 2 | 13 | 4 | 14 | 4 | 30
COc1ccccc1NC(=O)Cc1csc(NC(=O)c2ccc(F)cc2)n1 | -10 | 16 | -2 | -2 | -1 | -1 | · | ·
c1cnc(N2CCC(Cc3cc(Nc4cnccn4)ncn3)CC2)nc1 | 16 | 3 | 2 | -1 | 8 | 1 | 4 | 1
Cn1c(=O)n(Cc2ccccn2)c(=O)c2cnc(-c3ccc(Cl)cc3)nc21 | -16 | -1 | -5 | -5 | -8 | -4 | -3 | -16
CCc1[nH]nc(C(=O)N2[C@@H](CN)C[C@@]3(C)[C@H](O)CCCC[C@@H]23)c1C | -8 | -31 | -7 | -7 | -13 | -3 | -15 | -61
CC(C)CC(=O)N1CCc2c(c(-c3nc(Cc4ccccc4)no3)nn2C)C1 | -40 | -11 | -5 | -10 | -19 | -7 | -13 | -75
CNS(=O)(=O)c1cc(-c2ccc(Nc3ccc(OC)cc3)nn2)ccc1C | 2 | 8 | 1 | 12 | -1 | 2 | 0 | 20
Cn1cc(C(=O)NCc2cnc(C3CCCCO3)nc2)cn1 (stereo unspecified) | 6 | 5 | -5 | -1 | -2 | 0 | -8 | -9

5 compounds drawn at random from the list so far:
SMILES | USP8 block | USP17 block | UCHL1 inh | USP10 block | OTUD3 inh | USP7 inh | USP28 inh | USP30 inh
Cn1c(=O)n(Cc2ccccn2)c(=O)c2cnc(-c3ccc(Cl)cc3)nc21 | -16 | -1 | -5 | -5 | -8 | -4 | -3 | -16
CNS(=O)(=O)c1cc(-c2ccc(Nc3ccc(OC)cc3)nn2)ccc1C | 2 | 8 | 1 | 12 | -1 | 2 | 0 | 20
Cc1ccc(S(=O)(=O)c2nnn3c2nc(Nc2cccc(C)c2C)c2ccccc23)cc1 | 67* | 22 | 2 | 13 | 4 | 14 | 4 | 30
O=C(c1ccc(O)cc1)N1C[C@@H]2C[C@]2(c2ccccc2)C(=O)c2ncccc21 | -38 | -9 | -1 | -2 | -7 | -3 | -10 | -22
Cn1cc(C(=O)NCc2cnc(C3CCCCO3)nc2)cn1 (stereo unspecified) | 6 | 5 | -5 | -1 | -2 | 0 | -8 | -9

(list continues)
SMILES | USP8 block | USP17 block | UCHL1 inh | USP10 block | OTUD3 inh | USP7 inh | USP28 inh | USP30 inh
Cc1cnc(C(=O)N2CCC(c3nc(C)c4c(n3)N(CC3CCCCC3)C(=O)CC4)C2)cn1 (stereo unspecified) | -14 | -21 | -1 | -5 | -9 | -8 | -8 | -10
NC(=O)C1(N2CCCCC2)CCN(C(=O)CCCn2c(=O)[nH]c3ccc(Br)cc3c2=O)CC1 | -1 | 0 | 1 | 0 | 4 | -5 | 10 | 6
O=C(NC1CC1)c1cn(-c2cc(-c3nc(C4CC4)no3)ccn2)cn1 | 7 | 6 | 2 | 0 | 4 | 5 | 1 | 7
O=C1NC2(CCc3ccccc31)CCN(Cc1ccnc(N3CCOCC3)n1)C2 (stereo unspecified) | -2 | -13 | -1 | 0 | -7 | 1 | -17 | -1
CCC(Oc1ccccc1)C(=O)Nc1ccccc1C(N)=O (stereo unspecified) | 0 | 4 | 3 | 2 | 19 | 1 | 29 | 13
Cc1nn(-c2ccccc2)c2c1nc(CCC(=O)Nc1ccc(C(C)C)cc1)c(=O)n2C | -16 | -4 | 0 | -1 | -5 | 0 | -2 | -5
O=C(Cn1cccc(S(=O)(=O)N2CCCCCC2)c1=O)Nc1ccccc1 | -13 | -19 | -6 | -5 | -23 | -14 | -14 | -23
COc1ncccc1C(=O)N1C[C@H]2CC[C@@H](N(C)c3cnccn3)[C@H]2C1 | -6 | -9 | -4 | -4 | -4 | -1 | -15 | -19
O=C(C1CCCC1)N1Cc2ccccc2CC2(CCN(Cc3ccncc3)C2)C1 (stereo unspecified) | -42 | -12 | 0 | -8 | -13 | -46 | -9 | -18
CCOc1ccc2[nH]c(=O)c(CN(C(=O)c3cccs3)C3CCCC3)cc2c1 | 5 | 66* | -1 | 6 | -7 | 4 | -8 | 7
O=C(C1CCN(c2nccnc2Oc2ccccc2)CC1)N1CCCC1 | 1 | 9 | 0 | -2 | 8 | 1 | 3 | 12
O=C(Cn1cc(S(=O)(=O)c2ccc(F)cc2)c2ccccc21)NCc1ccccn1 | -24 | 25 | 0 | -4 | 0 | -19 | -2 | -21
Cn1ccnc1CN1C(=O)CO[C@H]2CN(C(=O)c3ccc(F)cc3)C[C@H]21 | 5 | 3 | 0 | 0 | 11 | 2 | 4 | 18
CCOc1cc(CNc2ccc(N3CCOCC3)c(C(=O)O)c2)cc(Cl)c1OCc1ccccc1F | -23 | -12 | -1 | -2 | -5 | -15 | -8 | -15
Cc1cc(N2C(=O)OCC2Cc2ccccc2)nc(C2CCN(S(C)(=O)=O)CC2)n1 (stereo unspecified) | 19 | -3 | -2 | -1 | -11 | -4 | -10 | 0
c1cc(CNCc2ccc3c(c2)OCO3)ccn1 | 11 | 0 | -3 | 1 | 0 | -3 | -2 | 1
CC(C)(C)CC(=O)N1CCCC(Cc2cnc(-c3ncc[nH]3)cn2)C1 (stereo unspecified) | 0 | -6 | -1 | 0 | -7 | -3 | -4 | -4
COc1ccc(S(=O)(=O)Nc2ccc(-c3ccc(OC)nn3)cc2)cc1 | 17 | 15 | 1 | -3 | 11 | 3 | 5 | 9
COc1cccc(NC(=O)C(C)n2cnc3nc(N4CCCCC4)ncc3c2=O)c1 (stereo unspecified) | 17 | 2 | 6 | 0 | 5 | 1 | -1 | 5
COc1ccc(-c2cc3c(=O)n(CC(=O)Nc4ccccc4F)ccn3n2)cc1OC | -2 | 70* | 0 | -1 | -5 | 3 | -3 | 9
CC(C)n1c(CC2CCN(C(=O)c3cc(-c4ccccc4)n[nH]3)C2)nc2cccnc21 (stereo unspecified) | -11 | -4 | 0 | 0 | -5 | 0 | -4 | 0
Cc1ccc(-c2nn(-c3ccccc3)c3[nH]c(=O)c(CNCc4ccccc4)cc23)cc1 | 56* | -68 | -51 | -13 | -66 | -32 | -112 | -278
Cc1nn(-c2ccc(Cl)cc2)c2[nH]c(=O)c(CNc3ccc(C(C)(C)C)cc3)cc12 | 3 | 39* | 3 | 3 | 1 | 5 | 0 | 0
COc1ccc(CC(=O)N2CCN(S(=O)(=O)c3ccc4c(c3)OCCCO4)CC2)cc1 | -5 | -9 | -3 | -1 | -6 | -8 | -6 | -10
O=C(c1cnccn1)N1CCCC(c2ncc(Cc3ccc(F)cc3)o2)C1 (stereo unspecified) | 17 | 12 | 4 | 1 | 20 | 0 | 10 | 8
Cc1ccc(NC(=O)CC(C)S(=O)(=O)c2ccc3c(c2)NC(=O)CO3)cc1N(C)C (stereo unspecified) | -31 | -16 | -3 | -3 | -19 | -1 | 0 | -25
CN(C)S(=O)(=O)c1ccc(NC(=O)CN2CCCc3ccccc32)cc1 | -72 | -106 | -39 | -9 | -131 | -25 | -174 | i
COCC1CN(C(=O)c2ccncn2)Cc2cnn(CC3CCCC3)c21 (stereo unspecified) | -15 | -20 | -3 | -4 | -9 | -6 | -13 | -62
CC(=O)Nc1ccc(-c2noc(C3CCN(C(=O)Cc4ccccc4C)CC3)n2)cc1 | -4 | -9 | -1 | -1 | -7 | 1 | -9 | -8
C/C(=C\Cc1c(O)cc(C)c(C=O)c1O)CC[C@@]1(C)[C@H](C)CCC(=O)[C@@H]1C | 13 | 50* | 9 | 37* | -3 | 10 | 7 | 28
COc1ccc(C(=O)NCC2OCCc3ccccc32)c(OC)c1 (stereo unspecified) | 17 | 5 | 1 | 0 | 8 | 5 | 4 | 14
Cc1cc(C(=O)N2CCCC3(C/C=C/COc4ccccc4C(=O)NCCNC3=O)C2)no1 (stereo unspecified) | -29 | 9 | 0 | 0 | 11 | 4 | 4 | 28
Nc1c(-c2ccccc2)c(COc2ccccc2)nn1-c1nc2ccccc2s1 | 8 | 13 | 3 | 8 | 8 | 10 | -9 | 7
Fc1ccc(Oc2nc(CN3CCOCC3)nc3sc4c(c23)CCCC4)c(Cl)c1 | -3 | 4 | -2 | -6 | -9 | -52 | 58* | -28
Cc1ccccc1CN1CCCN(CC(=O)Nc2ccccc2)S1(=O)=O | 2 | -4 | 4 | 4 | 1 | 3 | 6 | 14
Cc1cc(NC(=O)c2cc(-c3cccnc3)n[nH]2)ccc1Br | 98* | 33* | 16 | 38* | 18 | 39* | 48* | 68*

Single values from the list:
USP28 inh result of Cc1ccc(S(=O)(=O)c2nnn3c2nc(Nc2cccc(C)c2C)c2ccccc23)cc1 stands at 4
USP7 inh result of Cc1cc(NC(=O)c2cc(-c3cccnc3)n[nH]2)ccc1Br stands at 39*
USP7 inh result of CC(=O)Nc1ccc(S(=O)(=O)NCc2ccc(C(=O)NCCN3CCCCCC3)cc2)cc1 stands at -11
